West Nile virus CPE – West Nile virus antiviral activity, cell-based, CPE readout (AID 1621); one-dose CPE inhibition, % at 10 µM; IC50 in µM for titrated hits; hit rate 0.02% among 290,000; West Nile virus-infected cells, CPE inhibition; higher % means a stronger effect; in the data active means a potency from the dose series; inconclusive means CPE inhibition mostly from about 3.7% at the one dose, without a potency; inactive means the rest, 99 in 100 with CPE inhibition below about 2.2%; further: strong numbers were not always called active
RSV antiviral HEp-2 – RSV antiviral activity via CPE protection, HEp-2 cells, primary 10 µM value included (AID 2391); hit rate 0.13% among 310,000; one-dose CPE inhibition, % at 10 µM; IC50 in µM for titrated hits; HEp-2 cells, RSV-induced CPE inhibition; higher % means a stronger effect; in the data active means a potency from the dose series; inconclusive means CPE inhibition mostly from about 23% at the one dose, without a potency; inactive means the rest, 99 in 100 with CPE inhibition below about 21%; further: strong numbers were not always called active
XIAP displacement – XIAP antagonists, biochemical, IAP family, fluorescence polarization (AID 1018). E3 ubiquitin-protein ligase XIAP (Homo sapiens). XIAP BIR domain, fluorescence polarization peptide displacement; higher % means a stronger effect. displacement, % at 20 µM; hits with a dose series show IC50 in µM. hit rate 0.007% among 200,000; in the data active means displacement above about 50%; further: a part of the inactive calls stands beside numbers as strong as those of hits
Yfh1-depleted yeast – enhancers of respiration in Yfh1-depleted yeast, dose response, Friedreich's ataxia, plus single-dose screen (AID 1465). fold induction at 50 µM; hits with a dose series show EC50 in µM. S. cerevisiae Yfh1-off respiration, WST-1 reduction, 72 h; higher fold induction means a stronger effect. hit rate 0.074% among 220,000;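 active means fold induction of absorbance versus untreated yeast above a set limit, then at least 30% activation at any dose in follow-up; inconclusive means repeats straddling the limit, or above it without dose testing; inactive means fold induction below the set limit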;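 further: activators that raise dye reduction in frataxin-depleted yeast; strong numbers were not always called active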
WT yeast gro inh – growth inhibition of WT strain, primary screen, mitochondrial fusion inhibitor project, WT and mutant strains, chemical genetic; mitochondrial fusion phenotypic screen; inhibition, % at 10 µM; hit rate 2.1% among 190,000; in the data active means inhibition above about 58%; tested in S. cerevisiae
NS5 inhibitors – Dengue-2 NS5 methyltransferase inhibitors, primary screen, biochemical, confirmation dose response (AID 588689). Dengue-2 NS5 methyltransferase capping enzyme assay, biochemical; higher % means a stronger effect. hit rate 0.3% among 340,000. inhibition, % at 25 µM, or IC50 in µM where a hit was titrated. Genome polyprotein (Dengue virus type 2 (strain 16681-PDK53)); in the data active means a potency from the dose series; inconclusive means inhibition above about 29% without an active follow-up result
CSM14.1 death rescue – rescue of cells from ER stress-induced death, primary screen, 384-well, CSM14.1, thapsigargin, ATP luminescence (AID 1222); CSM14.1 thapsigargin-induced death rescue, ATP luminescence; higher % means a stronger effect; cellular ATP content (survival), % at 20 µM, or EC50 in µM where a hit was titrated; 190,000 tested, under 10 active;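 active means EC50 below 50 µM in the dose-response confirmation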;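 further: death triggered by thapsigargin at about 15 µM added after 2 h compound pretreatment; cell ATP read after overnight thapsigargin exposure of roughly 18 to 22 hours; normalized against plate controls of thapsigargin alone and 5% DMSO vehicle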
UTI89 phage lysis – inhibition of K1F phage lysis, E. coli UTI89, bacterial capsule biogenesis inhibitors, alamar blue (AID 488966); E. coli UTI89 K1F phage lysis, alamar blue, 2 h; higher % means a stronger effect; inhibition, % at 100 µM, or IC50 in µM where a hit was titrated; hit rate 0.02% among 340,000;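 active means phage lysis inhibition, versus mean bacterial control, above a set limit; inconclusive means no clear call, values can overlap the other calls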;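 further: capsule biogenesis inhibitors block K1F phage lysis so surviving cells raise fluorescence; higher fluorescence means more inhibition of phage lysis; actives were called in the ten point dose series up to 300 µM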
SV40 large T antigen – SV40 large T antigen inhibitors, biochemical (AID 1903); SV40 large T antigen ATPase/helicase inhibition assay; higher % means a stronger effect; one-dose inhibition, % at 20 µM; IC50 in µM for titrated hits; hit rate 0.39% among 310,000; in the data active means a potency from the dose series; inconclusive means inhibition mostly from about 32% at the one dose, without a potency; inactive means the rest, 99 in 100 with inhibition below about 32%; further: strong numbers were not always called active
WT yeast gro inh mutant strain – second read-out of WT yeast gro inh, no call of its own (marks repeat the call); inhibition, %; mitochondrial fusion phenotypic screen, mutant strain inhibition
NS5 inhibitors pilot replicate – also measured in NS5 inhibitors; calls as there; inhibition, %; measured here: pilot screen replicate inhibition
Numbers without * were called inactive; i = inactive; ? = inconclusive; · = no result given; [ ] = dose if it differs, or a comment.

SMILES	West Nile virus CPE	RSV antiviral HEp-2	XIAP displacement	Yfh1-depleted yeast	WT yeast gro inh	WT yeast gro inh mutant strain	NS5 inhibitors	CSM14.1 death rescue	UTI89 phage lysis	SV40 large T antigen	others
COc1ccc(C/C(N)=N/OC(=O)c2cccc([N+](=O)[O-])c2)cc1	-1.3%	0.2%	-2.4%	i	10.8	25.2	-7.1%	-6.6%	-0.2%	3.3%
O=c1[nH]cc(I)cc1I	0.1%	·	·	i	·	·	-2.6%	·	-0.1%	·
Cc1ccc(C(=O)CC2C(=O)N(c3ccccc3)C(=S)N2c2ccccc2)cc1 (stereo not drawn)	-1.4%	9.7%	-2.0%	i	30.3	7.8	-2.9%	0.5%	4.9%	9.0%
COc1ccc(CCN2CC(C(=O)NCCN3CCCC3=O)CCC2=O)cc1 (stereo not drawn)	?	0.6%	·	·	·	·	-3.2%	·	-0.3%	-2.8%
NC(=O)c1nsc(C(=O)N(c2ccc3c(c2)OCO3)C(C(=O)NCC2CCCO2)c2ccc(F)cc2)c1N (stereo not drawn)	-0.8%	1.3%	·	·	·	·	0.0%	·	-0.4%	4.8%
COC(=O)C(Cc1ccccc1)NC(=O)CC(C)CC(=O)Nc1ccc(OC)cc1OC (stereo not drawn)	-0.8%	2.4%	·	·	·	·	-4.0%	·	-2.1%	3.2%
O=C(Nc1ccnn1C1CCN(C2CCCCC2)CC1)c1ccccc1	-1.1%	0.9%	·	·	·	·	?	·	0.3%	7.8%
C1CCc2nnc(-c3nnc4n3CCCCC4)n2CC1	0.7%	1.6%	-6.1%	i	9.6	22.4	-8.3%	-0.2%	3.0%	11.2%
COc1cccc2cc(C(=O)Nc3ccccc3Cl)/c(=N/NS(=O)(=O)c3ccccc3)oc12	1.1%	5.3%	·	·	·	·	-15.6%	·	-0.1%	·
Cc1c(C)n2c(SCC(=O)N3CCN(c4ccccc4)CC3)nnc2[nH]c1=O	·	-0.1%	·	·	·	·	0.0%	·	1.4%[50 µM]	21.2%
CCn1cc(C(=O)O)c(=O)c2cnc(N3CCN(C(=S)Nc4ccccc4C(F)(F)F)CC3)nc21	-0.5%	-0.9%	·	i	·	·	-5.2%	·	0.0%	18.7%
NC1C=CC=C(C(=O)O)C1 (stereo not drawn)	-0.3%	0.5%	·	i	·	·	5.1%	·	2.0%	13.6%
COc1ccccc1-c1c(C)oc2cc(OC(=O)c3ccco3)ccc2c1=O	0.6%	3.9%	-4.3%	i	·	·	-35.4%	-2.8%	0.8%	3.5%	NS5 inhibitors pilot replicate=-7.8
CCOC(=O)C(NC(=O)NCc1cccc(C(F)(F)F)c1)(OCC)C(F)(F)F (stereo not drawn)	-1.4%	-0.3%	-4.7%	i	-4.7	-4.6	2.9%	-3.8%	2.3%	10.1%
O=c1c2ccccc2cnn1-c1ccc2ccccc2c1	0.9%	1.0%	-5.9%	i	-2.1	-6.5	-3.4%	-0.7%	0.6%	21.7%
Cc1c(C(=O)N(Cc2ccncc2)CC2CCCO2)oc2c(F)cccc12 (stereo not drawn)	0.0%	1.8%	·	·	·	·	-1.9%	·	-0.1%	0.0%
CSc1cc(-c2ccc(Cl)cc2)c(C(=O)NN)s1	1.6%	0.9%	-1.9%	i	3.9	4.5	-1.3%	4.1%	0.4%	-1.0%
COc1ccccc1OC(C)C(=O)Nc1ccc2c(c1)n(C)c(=O)n2C (stereo not drawn)	-0.9%	0.6%	·	·	·	·	-5.2%	·	-0.1%	8.9%
Nc1c(Cl)cc(S(N)(=O)=O)cc1S(N)(=O)=O	0.1%	·	·	i	·	·	-5.9%	·	-0.1%	7.6%
CCOC(=O)c1c(C)[nH]c(C(=O)N/N=C\c2ccccc2O)c1C	?	-2.2%	1.9%	i	-25.6	4.0	-10.9%	-3.3%	0.0%	-2.0%
COc1ccc(CNC(=O)C2CC(C)=C(C)CC2C(=O)O)cc1OC (stereo not drawn)	-0.6%	1.5%	·	·	·	·	-7.5%	·	-0.1%	5.3%
O=C1COC(c2ccccc2)=CN1Cc1ccccc1	·	-0.4%	·	·	·	·	-8.7%	·	0.4%	6.0%
Cc1csc(NC(=O)CN2C(=O)COc3ccc(Cl)cc32)n1	·	-1.4%	·	·	·	·	0.7%	·	0.1%[50 µM]	0.2%
COCCn1c(SCC(=O)N2CCCc3ccccc32)nc2cccnc21	0.0%	1.3%	0.6%	i	-13.4	-4.5	-6.2%	0.6%	-1.9%	2.0%
Cc1ccc2nc(N3CC(C)OC(C)C3)nc(-c3ccccc3)c2c1 (stereo not drawn)	-0.3%	-0.7%	·	·	·	·	-0.9%	·	-1.4%	2.7%
Cc1ccc(C)c(N2N=C(C(=O)NCCN3C(=O)S/C(=C\c4cccnc4)C3=O)CCC2=O)c1	·	2.1%	·	·	·	·	-2.9%	·	0.4%[50 µM]	16.4%
COc1cc(NC(=O)C2CCC(=O)N2S(=O)(=O)c2ccc(C)cc2)cc(OC)c1 (stereo not drawn)	-1.0%	3.2%	·	·	·	·	-4.1%	·	0.0%	-7.1%
Fc1cccc(NC(=S)N2CCCCC2)c1	0.0%	2.4%	-3.7%	i	11.6	30.3	-2.0%	-1.1%	0.2%	4.0%
COc1ccc(-c2cc(=O)c3ccccc3n2C)cc1	0.1%	2.5%	-2.9%	i	-5.9	-6.5	-9.7%	4.0%	2.9%	2.8%
COC(=O)c1ccc(CN2CCN(Cc3ccc(F)cc3)C(CCO)C2)cc1 (stereo not drawn)	-0.8%	-0.2%	-2.5%	i	-2.0	3.4	-2.3%	-0.7%	0.3%	9.2%
Cc1onc(-c2ccccc2Cl)c1C(=O)OCC(=O)Nc1cccc(S(=O)(=O)N2CCOCC2)c1	0.2%	0.1%	-2.5%	i	5.6	8.1	-3.0%	4.1%	-0.3%	4.7%
CCOC(=O)C1CCN(C(=O)c2cc(S(=O)(=O)N3CCCCCC3)ccc2OC)CC1	·	-2.0%	·	·	·	·	3.0%	·	0.4%[50 µM]	-0.5%
CCOC(=O)C1CCN(C(=O)Cn2cc(C(=O)C3CC3)c3ccccc32)CC1	-0.5%	0.4%	-6.5%	i	-8.6	-8.4	-2.1%	0.1%	0.3%	3.8%
COc1ccc(N=Nc2c(C)[nH][nH]c2=O)cc1	0.9%	-2.6%	-5.9%	i	0.5	2.8	-5.4%	-0.7%	0.1%	7.2%
O=C(Nc1ccc(-c2nnc(-c3ccccc3)o2)cc1)c1ccc(Br)o1	-0.2%	5.3%	·	i	·	·	0.0%	·	0.2%	·
Cc1ccc(S(=O)(=O)N2CCN(C(=O)c3cc4c(C)nn(-c5ccccc5C)c4s3)CC2)cc1	0.3%	3.1%	-4.0%	i	22.9	-12.1	2.7%	2.7%	0.0%	2.4%
COc1ccc(C(=O)Nc2ccc3nc(N4CCCCC4)cc(C)c3c2)cc1OC	1.3%	7.1%	-4.7%	i	10.2	0.4	-3.8%	-1.5%	53.7%[50 µM]	6.3%
O=C(NCC1CCCN1S(=O)(=O)c1cccs1)C(=O)Nc1ccccc1Cl (stereo not drawn)	·	-1.3%	·	·	·	·	-2.2%	·	1.0%[50 µM]	13.8%
O=C(Oc1ccc2c(c1)OCO2)C12CC3CC(CC(C3)C1)C2	-0.5%	1.2%	-1.8%	i	-3.5	-8.8	-7.1%	-0.9%	-0.1%	12.2%
O=C(CN1CCC(O)(c2cccc(C(F)(F)F)c2)CC1)NCCc1ccccc1	-2.6%	1.9%	·	·	·	·	-5.6%	·	12.4%	5.7%
CC(C)CCN=Cc1c(O)n(-c2ccccc2)c(=O)c2ccccc12	0.5%	-2.0%	-7.1%	i	-2.8	-7.5	-0.7%	-0.2%	0.4%	-1.7%
O=C(O)CNC(=O)c1cccc(C(F)(F)F)c1	0.7%	0.4%	-4.5%	i	11.2	18.3	5.3%	·	0.2%	-4.5%
Cc1ccc(C)c2c1N(Cc1ccccc1)C(=O)C21OCCO1	-1.0%	1.0%	·	·	·	·	-6.2%	·	1.1%	-2.9%
COc1cc(/C=N/NC(=O)c2cc3ccccc3[nH]2)ccc1O	0.7%	4.0%	·	·	·	·	-0.3%	·	0.0%	27.5%
CCOc1ncccc1C(=O)OC(C)C(=O)Nc1ccc(CC)cc1 (stereo not drawn)	-0.3%	2.3%	2.8%	i	-13.5	-3.3	-5.2%	0.0%	3.3%	4.4%
CCCCCCC(=O)N(O)C1CC(=O)N(c2ccc(F)cc2)C1=O (stereo not drawn)	-0.8%	-2.5%	·	i	·	·	-10.9%	·	-1.9%	7.6%
O=C(CSCc1ccc(Cl)cc1)Nc1ccc(O)cc1C(=O)O	-0.1%	1.2%	·	·	·	·	5.3%	·	0.2%	7.7%
CCCCCCC1CC(CCc2nc(=S)[nH][nH]2)C(=O)O1 (stereo not drawn)	-0.3%	-0.1%	1.2%	i	6.1	-6.7	-9.1%	-0.4%	-0.2%	13.7%
Cc1csc2nc(CCNS(=O)(=O)c3ccc4c(c3)OCCO4)cn12	0.1%	1.0%	-4.9%	i	0.2	-4.6	-5.5%	-0.2%	0.8%	1.2%
Fc1ccc(CSc2ncnc3scc(-c4ccccc4)c23)cc1	0.1%	3.1%	5.1%	i	40.3	2.3	-4.4%	-2.1%	5.9%	0.7%
Other entries follow:
SMILES	West Nile virus CPE	RSV antiviral HEp-2	XIAP displacement	Yfh1-depleted yeast	WT yeast gro inh	WT yeast gro inh mutant strain	NS5 inhibitors	CSM14.1 death rescue	UTI89 phage lysis	SV40 large T antigen	others
COc1ccc(NC(=O)CC2C(=O)N(c3cccc(OC)c3)C(=O)N2Cc2ccco2)cc1 (stereo not drawn)	-0.1%	1.2%	-8.0%	i	-15.9	12.7	2.8%	1.0%	2.3%	8.9%
CCOC(=O)c1cc(C#N)c(SCC(=O)OC)[nH]c1=O	1.6%	-1.0%	·	i	·	·	-7.7%	·	0.3%	5.2%
O=C(Nc1cccnc1)c1cc(-c2ccccc2O)on1	0.2%	2.3%	·	·	·	·	10.9%	·	0.4%	20.5%
Cc1c(Cl)cccc1NC(=O)Cn1nc(C)n2cccc2c1=O	-0.4%	1.9%	·	·	·	·	-5.5%	·	-0.1%	9.7%
COc1ccccc1NC(=O)CN1CCC(c2nc3ccccc3[nH]2)CC1	-1.0%	1.0%	-5.7%	i	-16.4	-10.0	-6.2%	-1.8%	-0.3%	·
COCCn1c(CN2CCN(c3cccc(Cl)c3)CC2)nc2c1c(=O)n(C)c(=O)n2C	-0.7%	0.7%	2.7%	i	-1.5	-7.8	-4.8%	-0.7%	1.7%	9.2%
